PAFAH2 FP inh – PAFAH2 (human) inhibition. Q99487. recombinant PAFAH2, FP-rhodamine activity probe, fluorescence polarization. inhibition, % at 3.39 µM. 340,000 compounds, 0.99% hits;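 active means inhibition above the mean over all tested compounds plus 3 SD, cut at about 30% in these data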;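 further: inhibitors block probe labeling of enzyme so polarization drops; 0% = enzyme with DMSO and 100% = wells lacking PAFAH2 protein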
PAD4 inh – blocks human protein arginine deiminase 4. 330,000 compounds, 0.41% hits. inhibition, % at 6.36 µM. AID 485272. Q9UM07. recombinant PAD4, RCA probe fluorescence polarization;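 active means percent inhibition above a cutoff equal to the mean of all tested compounds plus 3 SD, cut at about 15% in these data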;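 further: 0% = PAD4 with RCA probe and DMSO and 100% = probe without PAD4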
EBNA-1 inh – blocks EBNA-1 binding to DNA; EBNA-1 DNA binding, fluorescence polarization; inhibition, % at 14.8 µM; 300,000 compounds, 0.34% hits; in the data active means inhibition above about 28%
LYPLA2 inh – blocks human lysophospholipase 2, a PME1 counter-screen. recombinant LYPLA2, FP-Rh probe fluorescence polarization. inhibition, % at 5.9 µM. 320,000 compounds, 0.38% hits. O95372;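 active means inhibition above the screen-wide mean plus 3 SD, limit set per campaign, cut at about 26% in these data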;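 further: 0% = LYPLA2 with DMSO and 100% = wells lacking LYPLA2 enzyme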
ZTA counter – ZTA (EBV) inhibition in EBNA-1 counter-screen; P03206; inhibition, % at 11 µM; ZTA-DNA binding, fluorescence polarization; 320,000 compounds, 0.15% hits; in the data active means inhibition above about 33%
PAFAH1B3 FP inh – PAFAH1B3 (human) inhibition; 340,000 compounds, 0.28% hits; inhibition, % at 3.39 µM; recombinant PAFAH1B3, FP-rhodamine probe, fluorescence polarization; Q15102;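 active means inhibition above the screen-wide average of all tested compounds plus 3 SD, cut at about 25% in these data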;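 further: 0% = enzyme with DMSO only and 100% = wells lacking PAFAH1B3 protein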
PREPL inh – human PREPL enzyme inhibition; AID 2751; recombinant PREPL, fluorescence polarization activity-based probe; 320,000 compounds, 0.68% hits; inhibition, % at 5.96 µM; Q4J6C6; in the data active means inhibition above about 43%;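 further: 0% = enzyme with DMSO and 100% = wells lacking enzyme; many of its hits are not listed in these tables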
Target sequence (Q4J6C6 whole entry, looked up): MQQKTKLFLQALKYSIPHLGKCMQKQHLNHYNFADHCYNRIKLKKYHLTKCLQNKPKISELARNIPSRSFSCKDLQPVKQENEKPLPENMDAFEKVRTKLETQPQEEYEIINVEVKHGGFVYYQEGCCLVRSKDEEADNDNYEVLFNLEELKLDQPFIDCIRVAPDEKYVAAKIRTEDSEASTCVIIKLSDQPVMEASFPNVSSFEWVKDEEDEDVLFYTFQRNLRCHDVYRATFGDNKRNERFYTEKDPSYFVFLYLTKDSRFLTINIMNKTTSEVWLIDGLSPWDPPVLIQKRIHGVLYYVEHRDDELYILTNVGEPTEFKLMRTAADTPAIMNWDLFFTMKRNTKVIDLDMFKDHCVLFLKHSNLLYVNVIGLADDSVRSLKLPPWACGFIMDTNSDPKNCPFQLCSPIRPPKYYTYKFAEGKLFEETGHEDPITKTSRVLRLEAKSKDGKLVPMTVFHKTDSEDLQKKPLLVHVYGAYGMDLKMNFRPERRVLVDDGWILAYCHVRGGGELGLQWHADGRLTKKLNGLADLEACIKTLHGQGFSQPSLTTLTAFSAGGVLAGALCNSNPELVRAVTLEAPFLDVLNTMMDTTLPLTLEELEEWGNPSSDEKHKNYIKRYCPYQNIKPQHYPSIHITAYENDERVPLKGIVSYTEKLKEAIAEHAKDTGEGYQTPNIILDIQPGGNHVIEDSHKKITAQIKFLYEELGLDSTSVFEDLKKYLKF
GSTO1 counter – counter-screen for RBBP9 inhibitors: inhibitors of human GSTO1; P78417; recombinant GSTO1, activity-based probe fluorescence polarization; inhibition, % at 5.96 µM; 300,000 compounds, 1.1% hits;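 active means inhibition above the campaign mean inhibition plus 3 SD, cut at about 35% in these data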;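 further: 0% = GSTO1-1 with DMSO and 100% = wells lacking GSTO1-1 enzyme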
LYPLA1 inh – counter-screen for PME1 inhibitors: inhibitors of human LYPLA1; inhibition, % at 5.9 µM; recombinant LYPLA1, FP-Rh probe fluorescence polarization; 320,000 compounds, 0.16% hits; AID 2174; O75608;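 active means inhibition above the mean of all tested compounds plus 3 SD, set per campaign, cut at about 14% in these data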;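 further: inhibitors block serine hydrolase probe labeling of LYPLA1 so polarization falls; 0% = enzyme with DMSO and 100% = wells lacking LYPLA1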
An asterisk follows results filed as active; / = not tested or not shown; & = joins results of further samples. Some of the compounds tested; rates above refer to the full screens.

mol	GSTO1 counter	PREPL inh	LYPLA2 inh	ZTA counter	PAD4 inh	PAFAH1B3 FP inh	EBNA-1 inh	LYPLA1 inh	PAFAH2 FP inh
O=C(COC(=O)CNC(=O)c1ccc(F)cc1)NC1CCCc2ccccc21 (stereo not drawn)	/	17	/	/	0	6	/	/	0
CCOc1nc(-c2ccccc2)ccc1-c1noc(-c2cccs2)n1	-5	-7	3	1	-6	7	-1	1	-5
O=C(COc1ccccc1)NC(Cc1c[nH]c2ccccc12)C(=O)O (stereo not drawn)	-1	16	0	14	-3	-3	2	0	-6
Cc1nn(C)c(C)c1NC(=O)CCCSc1nc(-c2ccco2)cc(C(F)(F)F)n1	20	0	5	5	-2	1	-6	-4	-4
OCCOCCN1CCN(C2=Nc3ccccc3Sc3ccccc32)CC1	6&6	-8&6	-3&1	-3&24	-2&-1	-4&-1	7&5	-4&-1	-4&-8
CCN1CCN(Cc2ccc(NC(=O)c3ccc(C)c(NC(=O)c4nccnc4N)c3)cc2C(F)(F)F)CC1	-3	-7	0	18	-1	8	14	-2	1
CC(C)CSc1nc2c(c(=O)[nH]c(=O)n2C)n1CCc1ccccc1	8	6	-5	12	0	1	12	1	-3
O=C(NCCCN1CCN(C2CCCCC2)CC1)Nc1ccccc1C(F)(F)F	-3	2	-6	5	0	4	-4	-1	-1
COc1ccc(C(=O)OCc2cc3cccc(C)c3[nH]c2=O)cc1	6	13	-5	6	0	9	-4	-7	6
O/N=C1\CCCc2ccccc21	3	7	-1	6	-2	-1	1	2	10
CCC(C)(C)n1nnnc1CN1CCC(NC(=O)c2ccc(Br)cc2)CC1	-1	-2	8	1	2	-2	-9	-1	0
CCCn1nc([N+](=O)[O-])c(C(C#N)c2nc3ccccc3o2)c(Cl)c1=O (stereo not drawn)	-14	10	18	11	8	28*	-8	7	46*
CCNC(=O)C1CCCN1S(=O)(=O)c1ccc(C)cc1 (stereo not drawn)	1	-7	-5	-7	-1	9	-8	-2	-2
COC(=O)CN(CCc1ccccc1)S(=O)(=O)c1ccc(OC)c(OC)c1	5	-5	-6	6	-4	4	-2	-5	-2
COc1ccc(OC)c2[nH]c(=O)c(CCNC(=O)c3ccc(S(=O)(=O)N4CCCCC4)cc3)cc12	8	-4	0	4	-7	1	1	0	6

mol	GSTO1 counter	PREPL inh	LYPLA2 inh	ZTA counter	PAD4 inh	PAFAH1B3 FP inh	EBNA-1 inh	LYPLA1 inh	PAFAH2 FP inh
Nc1c2c(nc3ccccc13)CSCC2	3	1	0	3	-3	5	-2	0	10
O=C(CCN1C(=O)/C(=C/c2ccccc2)SC1=S)NNC(=O)c1cccnc1	6	-71	-5	11	-3	-3	2	-2	2
Cc1sc(NC(=O)c2ccco2)c(C(c2cccnc2)N2CCCC2)c1C (stereo not drawn)	6	14	-2	1	-3	-2	3	1	16
COc1ccccc1COC(=O)c1ccc(S(=O)(=O)N2CCOCC2)cc1	/	10	4	-20	-1	2	/	8	9
Cc1cc(C)n(CC(=O)NC2CCCCC2C)c(=O)c1C#N (stereo not drawn)	3	5	0	5	-3	10	-2	-1	-1
Cc1cc(C)cc(N2C(=O)C3NN=C(C(=O)OCc4ccccc4)C3C2=O)c1 (stereo not drawn)	3	6	1	14	3	1	-6	-3	1
O=C1OC(Nc2nccs2)c2ccccc21 (stereo not drawn)	-2	0	-8	13	6	-4	-14	-5	-4
CCCC(C(=O)NC1CCCC1)N(CC1CCCO1)C(=O)CNS(=O)(=O)c1ccc(F)cc1 (stereo not drawn)	1	15	-3	-5	-3	-3	-11	-1	-2
COc1ccc(OCC(=O)O/N=C(\N)Cc2ccc(Cl)cc2)cc1	5	-9	5	6	-4	5	3	5	-1
Cc1cc(Cl)ccc1Oc1ncnc2onc(C)c12	11	-2	9	12	1	1	0	5	-3
Clc1nc(NCc2cccnc2)nc(N2CCOCC2)n1	-2	12	5	-11	1	2	1	2	0
Cc1nonc1CN(C)C(=O)CC1C(=O)NCCN1Cc1ccccc1C(F)(F)F (stereo not drawn)	10	8	5	6	-2	4	6	1	2
Cc1ccc(CSc2ncn(-c3ccccc3)n2)cc1	-3	-15	0	-2	1	13	2	3	2
CC(=O)Nc1ccc(-c2nnc(SCC(=O)NCc3ccco3)n2C)cc1	1	-4	-3	4	1	2	-4	-6	-6
COc1ccccc1NC(NC(=O)c1cccnc1)C(Cl)(Cl)Cl (stereo not drawn)	6	10	0	-9	0	4	-15	-2	6

mol	GSTO1 counter	PREPL inh	LYPLA2 inh	ZTA counter	PAD4 inh	PAFAH1B3 FP inh	EBNA-1 inh	LYPLA1 inh	PAFAH2 FP inh
CC1CCCC(C)N1C(=O)COc1ccc(F)cc1 (stereo not drawn)	3	5	-4	7	-1	3	-7	-2	6
Cc1cc(C(=O)CSc2nc3ccccc3o2)c(C)n1CC1CCCO1 (stereo not drawn)	-1	4	-1	2	-5	-1	-1	-1	1
O=C(c1cc(F)c(F)cc1Cl)N1CCN(CCc2ccccc2)CC1	0	9	5	-4	-3	6	9	1	-6
Cc1ccc(/C=C(\C#N)C(=O)NC(C)C)o1	13	-1	5	10	0	8	-5	4	4
CCOC(=O)CSc1nnc(CNC(=O)c2cccs2)n1CCc1ccccc1	-5	4	1	-1	-2	7	6	-1	-5
CCOC(=O)CSc1nnc(NC(=O)c2cccc(S(=O)(=O)N3CCCCC3)c2)s1	-1	4	-4	1	-5	5	8	-1	3
CCCCNC(=S)N/N=C/c1cc(C)ccc1C	1	2	-4	7	1	7	-7	-2	7
Cc1ccc(Sc2c([N+](=O)[O-])c(C)nn2C)cc1	1	10	8	-11	2	7	5	1	5
OC(CNCC1COc2ccccc2O1)COCc1cccs1 (stereo not drawn)	-10	-22	2	-6	-7	-4	4	3	2
COc1ccc(CNCc2c(O)c(Cl)cc3c(C)c(C)c(=O)oc23)c(OC)c1	-2	1	4	1	2	9	5	2	-5
CCCCN(C(=O)CC1CCCC1)c1c(N)n(CC(C)C)c(=O)[nH]c1=O	-2	11	-2	-4	3	5	12	0	-6
COC(=O)c1ccc(Cl)c(NC(=O)CN(c2ccc(OC)cc2)S(=O)(=O)c2ccccc2)c1	-4	-16	21	7	0	-4	5	3	1
CCOc1cc(C(=O)NC)cc(Br)c1OC	1	0	9	-17	1	6	7	0	-2
C=CCNC(=O)CN(Cc1ccccc1)S(=O)(=O)c1ccccc1	7	-4	-1	-12	-2	2	1	1	3
O=C(N/N=C/C=C/c1ccccc1)c1cc2c(ccc3ccccc32)o1	4	3	1	-2	2	0	0	-5	3

mol	GSTO1 counter	PREPL inh	LYPLA2 inh	ZTA counter	PAD4 inh	PAFAH1B3 FP inh	EBNA-1 inh	LYPLA1 inh	PAFAH2 FP inh
CC(OC(=O)/C=C/c1cccs1)C(=O)Nc1ccc(C(N)=O)cc1 (stereo not drawn)	/	2	3	1	0	11	/	-2	-1
COC(=O)c1ccc(CSc2nc(-c3ccccc3)cs2)o1	-3	8	7	-9	-1	2	-6	-5	8
Nc1nnc(CCOc2ccccc2Cl)s1	-8	-6	-1	11	-2	7	-5	1	1
COc1ccc(CNC(=O)C2CC(C)=C(C)CC2C(=O)O)cc1 (stereo not drawn)	4	1	-2	-22	1	8	-2	-2	-6
COc1ccc(COC(=O)N/N=C(\C)CC(=O)Nc2c(C)cc(C)cc2C)cc1	0	-12	-1	0	-1	1	-2	1	3
COc1cc2ccccc2cc1C(=O)Nc1ccccc1Cl	-11	-3	-7	2	-6	4	2	-6	-3
Cc1ccccc1NC(=S)N(Cc1ccccc1)Cc1cccnc1	4	1	-7	3	1	8	-15	-4	-1
Cc1cc(C(=O)COC(=O)c2ccc[nH]c2=O)c(C)n1-c1ccccc1F	-3	11	0	5	-4	9	-2	1	2
O=C(Nc1ccccc1)c1ccc(NCCN2CCOCC2)c(S(=O)(=O)N2CCOCC2)c1	2	4	3	9	-4	8	10	0	-6
O=C(COc1cccc(C(F)(F)F)c1)Nc1cccnc1	1	-3	3	3	-2	3	-13	-1	0
CC#CC(=O)N1CCC(CO)(CCc2ccccc2)CC1	11	-6	7	6	-2	17	-8	4	-6
Cc1ccc(S(=O)(=O)Nc2cccc(C(=O)NCCCN3CCOCC3)c2)cc1F	0	-29	-7	7	-2	5	-9	1	-1
CCc1cccc(C)c1NC(=S)NCc1ccc2c(c1)cc(C)n2C	-3	13	-3	2	2	11	-2	-2	2
Cc1cccc(OC(=O)c2ccncc2)c1C	-2	16	3	-10	3	-4	3	-1	-1
Cc1[nH]c(=O)[nH]c(=O)c1S(=O)(=O)N1CCCc2ccccc21	-7	26	7	4	-1	-1	3	-2	-6

mol	GSTO1 counter	PREPL inh	LYPLA2 inh	ZTA counter	PAD4 inh	PAFAH1B3 FP inh	EBNA-1 inh	LYPLA1 inh	PAFAH2 FP inh
Cc1cc(C)nc(NC2=NCC(=O)N2c2cccc(Cl)c2)n1	1	2	5	2	2	13	9	4	-1
COc1ccc(NC(=O)COC(=O)c2ccc(N3CCCC3=O)cc2)cc1OC	-2	5	2	0	0	5	-11	-5	6
Cc1cc(-c2nnco2)c(C)n1-c1ccc(F)cc1	6	-2	2	0	2	-4	7	0	5
CSc1ccc(C(C(C(=O)c2cccs2)N2CCOCC2)N2CCOCC2)cc1 (stereo not drawn)	-3	-6	-1	1	-2	-3	7	1	3
NNC(=O)CNC(c1ccccc1)c1cc(Br)ccc1NC(=O)c1ccc(Br)cc1 (stereo not drawn)	0	-15	-10	0	-3	-3	-3	-3	-10
CN1C(=O)N(CC(=O)NCc2ccc(Cl)cc2Cl)C(=O)C12CCCCC2	/	7	-4	-1	-4	-1	/	0	2
